# Bioassay records (PubChem BioAssay)
# Cneo AK release – Cryptococcus neoformans lysis via adenylate kinase release; C. neoformans lysis, adenylate kinase release luminescence, 4 h; normalised: neutral wells 0, clomiphene wells 100; lysis activity, % at 15 µM; 360,000 tested, 0.2% active; AID 651654;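 active means mean lysis activity across replicates of at least 80%, whatever share of replicates individually reach that level; inactive means mean lysis activity below 80%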
#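 Material: C. neoformans cells | Amount: Yeast cell density of 5 × 10^6 cells/mL | Medium: Fresh YPD growth medium | Dosing: Single dose | Times: Static 4 h at 37 °C with compound, 1 h detection | Detection: AK luminescence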
# PglD DTNB – PglD (C. jejuni) enzyme inhibition; AID 602405; purified PglD enzyme, DTNB colorimetric CoA detection; 360,000 tested, 0.098% active; inhibition, % at 12.5 µM; in the data active means inhibition above about 16%, passing the limit was not always enough; inconclusive means no clear call, values can overlap the other calls; further: strong numbers were not always called active
# LGR2 inh – inhibitors of bursicon-induced Drosophila LGR2 receptor cAMP signaling | HEK293 LGR2, CRE-luciferase, bursicon-stimulated, 4 h | inhibition, % at 9.99 µM | 380,000 tested, 0.35% active | AID 720647;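 active means drop in luminescence signal, shown as inhibition above about 50% in the replicate tests, limit read from the data, passing the limit was not always enough; inconclusive means probably only some replicates passing the limit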;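 further: agonist challenge used bursicon conditioned medium at about half maximal strength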
# ARNT-TACC3 inh – disrupts binding between human ARNT and TACC3; Q9Y6A5; AlphaScreen His-ARNT PAS-B/GST-TACC3 binding, luminescence; TACC3 fragment carries E629A point mutation; inhibition, % at 9.99 µM; 390,000 tested, 0.66% active; AID 623870;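 active means mean inhibition of replicates at least 50% and at least half of replicates each reaching 50%; inconclusive means half or more replicates reach 50% but mean below 50%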;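 further: 0% = complete ARNT plus TACC3 wells and 100% = ARNT alone without TACC3; many hits fall short of the cut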
# Statin myotox sup – suppressors of simvastatin-induced myotoxicity in C2C12 myotubes. ATP luminescence, 48 h; scaled: DMSO 0, geranylgeraniol control 100. rescue of ATP level, % at 7.49 µM. 330,000 tested, 0.78% active. AID 602340;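 active means mean ATP rescue above about 67%, or every replicate alone reaching that limit, limit read from the data, passing the limit was not always enough; inconclusive means no clear call, values can overlap the other calls; inactive means mean under the limit and some replicate under it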;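 further: myotubes were challenged with 10 µM simvastatin during compound exposure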
# PAX8 reporter – inhibitors of PAX8 transcriptional activity in RMG-I cells; RMG-I TPO-luciferase reporter, SteadyGlo, 24 h; inhibition, % at 12.6 µM; 360,000 tested, 1.2% active; AID 652154;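 active means mean replicate inhibition at least 60% with every replicate also reaching 60%; inconclusive means only one of the two criteria is met; inactive means mean below 60% and not all replicates reaching 60%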;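 further: luciferase light reporting Pax8 driven TPO promoter activity; plate controls were median of neutral control wells for no effect and mitoxantrone controls for full effect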
# PGC1a acetyl inh – PGC1a acetylation modulation, inhibitor mode | 350,000 tested, 0.17% active | U2OS PGC1a acetylation, AlphaScreen anti-acetyl-lysine; with virally co-expressed GCN5 acetyltransferase | inhibition, % at 15.6 µM;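 active means every replicate shows inhibition of at least 40%; inconclusive means mean inhibition at least 40% but some replicate below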;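 further: 0% = neutral control wells and 100% = positive control wells; some results beyond the cut were filed as inactive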
# GSIS activator – GLuc luminescence reporter in INS-1E cells, primary screen for activators of glucose-dependent secretion of insulin; INS-1E GLuc reporter insulin secretion, 2-3 h; activation, % at 16.6 µM; 370,000 tested, 0.61% active;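 active means lowest replicate activation of at least 40%, so every replicate reaches that level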;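 further: 0% = median of neutral control wells and 100% = median of IBMX positive control wells; some compounds called inactive have numbers as strong as hits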
# Numbers without * were called inactive; u = inconclusive; x = no result given; & = joins results of further samples.
structure	Cneo AK release	PglD DTNB	LGR2 inh	ARNT-TACC3 inh	Statin myotox sup	PAX8 reporter	PGC1a acetyl inh	GSIS activator
COc1cc(C(C)=O)ccc1OCC(=O)Nc1cc(Cl)ccc1-n1cncn1	-1	-1	2	1	21	25	1	9
Cc1ccc(NC(=O)C(NC2CCCc3ccccc32)c2ccccc2)c([N+](=O)[O-])c1 (configuration not stated)	-3	-10	-8	1	-1	2	-14	-31
C[C@H](CO)N1C[C@H](C)[C@H](CN(C)S(=O)(=O)c2ccccc2)Oc2ncc(/C=C/c3ccccc3)cc2C1=O	6&3	2&2	4	1&2	13&39	x	5&-1	4
COc1ccccc1-c1cnc2c(c1)C(=O)N([C@H](C)CO)C[C@@H](C)[C@H](CN(C)Cc1cccc(F)c1)O2	1	-1	-1	0	-6	x	-34	3
O=S(=O)(NCc1ccccc1)c1ccc(S(=O)(=O)N2CCCCC2)cc1	0	5	x	-4	4	x	-16	49*
CCC(Sc1nc2ccsc2c(=O)n1-c1ccc(Cl)c(C)c1)C(=O)NCc1ccco1 (configuration not stated)	7	4	9	-1	x	x	x	-14
O=C(CCC(=O)OCC(F)(F)C(F)F)Nc1ccccc1F	x	x	0	-3	x	-5	x	10
O=C(c1ccccc1)N1CCN(C(=S)NCc2ccc3c(c2)OCO3)CC1	-2	-10	-9	x	9	8	-10	-6
CCN(C(=O)COC(=O)C1CCN(S(=O)(=O)c2ccc(C)c(C)c2)CC1)C1CCS(=O)(=O)C1 (configuration not stated)	x	x	4	2	6	-1	-2	-10
CCOC(=O)CCCCC(=O)c1[nH]c(=O)[nH]c1CSc1nnc2c3ccccc3n(C(C)C)c2n1	x	-2	-20	-3	x	4	2	24
CN(Cc1nc2ccccc2n1C)c1ccccc1	-3	-2	-15	-7	5	7	10	4
CC1N(C(=O)N2CCOCC2)CCN1S(=O)(=O)c1cccc(C(F)(F)F)c1 (configuration not stated)	-4	-2	0	-9	9	8	x	-4
COc1ccc(NC(=O)Nc2ccc3c(c2)[C@@H]2C[C@H](CC(=O)NCc4ccccn4)O[C@H](CO)[C@@H]2O3)cc1	19	-1	7	4	3	-5	5	0
O=C(COC(=O)C1CC2CCCC(C1)C2=O)Nc1nc(-c2ccc(F)c(F)c2)cs1 (configuration not stated)	0	-11	-26	2	-1	-54	x	41
Cc1cc2cc(CCNC(=O)C(C)C)c(=O)[nH]c2cc1C	0	4	-9	-5	-18	x	1	6
CCN(Cc1ccccc1)C(=O)CC(=O)N(CC)Cc1ccccc1	-2	-7	9	-6	4	8	x	8
Cc1ccc(S(=O)(=O)N2CC(=O)Nc3ccccc32)cc1C	2	0	-8	-3	-30	x	6	10
CCCCNC(=O)CCn1c(=O)c2ccccc2n(Cc2ccccc2C)c1=O	1	7	-23	1	x	31	x	-8
COc1ccc(C(=O)Nc2ccc(CN3CCS(=O)(=O)CC3)cc2)cc1	-6	1	x	-4	x	12	0	x
Cc1c(CC=C(Cl)Cl)c(=O)[nH]c2c(C)cccc12	x	x	5	0	-9	-4	-2	18

# (cont.)
structure	Cneo AK release	PglD DTNB	LGR2 inh	ARNT-TACC3 inh	Statin myotox sup	PAX8 reporter	PGC1a acetyl inh	GSIS activator
Cc1ccc(/C=N/n2cnnc2)s1	0	-2	x	3	4	-27	7	x
COc1ccccc1C#Cc1ccc([C@@H]2[C@@H](CO)N(C(=O)C3CC3)[C@H]2C#N)cc1	-5	0	10	-2	39	42	0	22
CCn1nnc(NC(=O)c2ccccc2Br)n1	0	-2	x	1	-1	x	13	x
CCC(=O)N1CCc2cc(Br)cc(S(=O)(=O)CC(=O)OC)c21	0	1	x	-3	105*	x	-2	x
Cc1nc2cc(C(=O)O)ccc2n1-c1ccc(F)cc1F	1	13	x	-2	4	x	3	x
Cc1ccc(S(=O)(=O)NCCc2c[nH]c3ccccc23)cc1	4	4	-20	-6	15	12	-1	-4
O=C(Nc1ccc2c(c1)OCO2)N[C@H]1CC[C@H](CCNC(=O)C2CCCCC2)O[C@@H]1CO	-3	2	3	-6	0	11	-3	9
COc1ccc(Cc2nnc(N/N=C/c3ccc(O)cc3)[nH]c2=O)cc1OC	x	x	33	92*	x	60	x	-22
CN(C(=O)c1ccc(NC(=O)Cc2ccc(NC(=O)C3CCCN(C(=O)c4ccccc4)C3)cc2)cc1)C1CCCC1 (configuration not stated)	0	-2	-9	2	2	-17	-11	8
CCCn1c(NCc2cccc(OC)c2OC)nc2ccccc21	24	-2	x	-3	x	-45	x	x
CNC(=O)CCCN1C(=O)c2ccccc2Sc2ncccc21	-1	2	1	29	3	-8	7	1
Cc1cc(Nc2ccc3c(c2)OCCO3)n2ncnc2n1	2	3	x	-3	-5	2	-3	x
C[C@H](O)Cc1cc2ccccc2c(=O)o1	-1	-2	26	-8	0	-7	-7	70
COc1ccc(C)cc1NC(=O)C(=O)c1cn(CC(=O)N2CCCC2)c2ccccc12	4	-4	-2	-14	-17	1	8	0
CCOC(=O)c1cccc(NC(=O)COc2nsnc2N2CCOCC2)c1	-1	-3	7	1	0	-16	-3	4
C[C@H](NC(=O)C[C@@H]1CC[C@H](NC(=O)Cc2ccccn2)[C@H](CO)O1)c1ccccc1	-1	-2	-19	-22	-5	13	-5	5
O=C(c1ccc2ccccc2c1)C1CCCN(C(=O)c2noc3c2CCCC3)C1 (configuration not stated)	0	1	12	6	-5	2	x	-1
Cc1cc(N2CCOCC2)nc2ccc(NC(=S)NCc3ccc4c(c3)OCO4)cc12	x	x	-16	2	5	1	6	x
CCC(C)(C)C(=O)Nc1cc([N+](=O)[O-])ccc1F	x	x	11	-6	x	-1	x	-2
Cc1ccsc1/C=N/NC(=O)c1ccc2c(c1)OCCO2	-16	5	u	5	-13	-8	9	1

# Additional results.
Structure	Cneo AK release	PglD DTNB	LGR2 inh	ARNT-TACC3 inh	Statin myotox sup	PAX8 reporter	PGC1a acetyl inh	GSIS activator
COc1ccc(C)cc1NS(=O)(=O)c1ccc(NC(=O)CN(c2cc([N+](=O)[O-])ccc2C)S(C)(=O)=O)cc1	1	5	9	-9	x	10	-474	-20
Cc1cccc(NS(=O)(=O)c2cccc(C(=O)NCC(C)(C)N3CCOCC3)c2)c1	-9	1	-4	7	-3	2	x	16
Cc1ccccc1NC(=O)c1cn2c(nc3ccccc32)c(C#N)c1C	0	-136	-1	-2	x	17	3	7
COC(=O)c1nc2nc(C)cc(C(F)(F)F)n2n1	3	0	x	-1	4	-28	-1	6
CCCCOCCCNC(=O)c1c(-c2ccccc2)noc1C	-1	2	x	5	x	x	-1	x
O=C1OC2(O)C3C4C=CC(C4)C3C(=O)N2c2ccccc21 (configuration not stated)	x	x	2	-2	x	-28	x	10
Cc1ccc(-c2csc(N(CCO)CCCn3c(C(F)(F)F)nc4ccccc43)n2)cc1	-1	1	-30	x	-12	19	-2	7
COc1ccc(-c2cc(C(=O)NCCCN3CCOCC3)c3cc(C(C)C)ccc3n2)cc1	1	-1	-9	6	-10	3	-10	-12
Cc1noc(C)c1S(=O)(=O)N(C)C[C@H]1OCCCC[C@H](C)Oc2ccc(NC(=O)Nc3ccccc3)cc2C(=O)N([C@H](C)CO)C[C@H]1C	-1	0	7	4	x	-19	-6	-7
COCOc1ccc(-c2ncc(OC)nc2NC(=O)c2cc(C)oc2C)cc1	-1	4	-9	x	8	-6	-4	4
CCCNC(=O)N1CC2(C1)[C@@H](c1ccccc1)[C@@H](CO)N2Cc1cccc(F)c1	x	x	-7	x	x	4	-2	9
COc1cccc(-c2nc(CS(=O)(=O)CC(=O)Nc3ccc(C(C)=O)cc3)c(C)o2)c1	1	-2	7	-4	7	14	-11	0
COc1ccc(S(=O)(=O)N2CCCc3ccccc32)cc1[N+](=O)[O-]	-4	-2	4	15	-10	28	-22	-23

# 17 successive records out of the list so far:
Structure	Cneo AK release	PglD DTNB	LGR2 inh	ARNT-TACC3 inh	Statin myotox sup	PAX8 reporter	PGC1a acetyl inh	GSIS activator
O=C(c1ccc2ccccc2c1)C1CCCN(C(=O)c2noc3c2CCCC3)C1 (configuration not stated)	0	1	12	6	-5	2	x	-1
Cc1cc(N2CCOCC2)nc2ccc(NC(=S)NCc3ccc4c(c3)OCO4)cc12	x	x	-16	2	5	1	6	x
CCC(C)(C)C(=O)Nc1cc([N+](=O)[O-])ccc1F	x	x	11	-6	x	-1	x	-2
Cc1ccsc1/C=N/NC(=O)c1ccc2c(c1)OCCO2	-16	5	u	5	-13	-8	9	1
COc1ccc(C)cc1NS(=O)(=O)c1ccc(NC(=O)CN(c2cc([N+](=O)[O-])ccc2C)S(C)(=O)=O)cc1	1	5	9	-9	x	10	-474	-20
Cc1cccc(NS(=O)(=O)c2cccc(C(=O)NCC(C)(C)N3CCOCC3)c2)c1	-9	1	-4	7	-3	2	x	16
Cc1ccccc1NC(=O)c1cn2c(nc3ccccc32)c(C#N)c1C	0	-136	-1	-2	x	17	3	7
COC(=O)c1nc2nc(C)cc(C(F)(F)F)n2n1	3	0	x	-1	4	-28	-1	6
CCCCOCCCNC(=O)c1c(-c2ccccc2)noc1C	-1	2	x	5	x	x	-1	x
O=C1OC2(O)C3C4C=CC(C4)C3C(=O)N2c2ccccc21 (configuration not stated)	x	x	2	-2	x	-28	x	10
Cc1ccc(-c2csc(N(CCO)CCCn3c(C(F)(F)F)nc4ccccc43)n2)cc1	-1	1	-30	x	-12	19	-2	7
COc1ccc(-c2cc(C(=O)NCCCN3CCOCC3)c3cc(C(C)C)ccc3n2)cc1	1	-1	-9	6	-10	3	-10	-12
Cc1noc(C)c1S(=O)(=O)N(C)C[C@H]1OCCCC[C@H](C)Oc2ccc(NC(=O)Nc3ccccc3)cc2C(=O)N([C@H](C)CO)C[C@H]1C	-1	0	7	4	x	-19	-6	-7
COCOc1ccc(-c2ncc(OC)nc2NC(=O)c2cc(C)oc2C)cc1	-1	4	-9	x	8	-6	-4	4
CCCNC(=O)N1CC2(C1)[C@@H](c1ccccc1)[C@@H](CO)N2Cc1cccc(F)c1	x	x	-7	x	x	4	-2	9
COc1cccc(-c2nc(CS(=O)(=O)CC(=O)Nc3ccc(C(C)=O)cc3)c(C)o2)c1	1	-2	7	-4	7	14	-11	0
COc1ccc(S(=O)(=O)N2CCCc3ccccc32)cc1[N+](=O)[O-]	-4	-2	4	15	-10	28	-22	-23
